PAFAH1B3 inh: PAFAH1B3 enzyme inhibitors, primary screen, biochemical, fluorescence polarization, human. inhibition, % at 3.39 µM. 340,000 compounds, 0.28% hits. recombinant PAFAH1B3, FP-rhodamine probe;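 active = inhibition above the screen-wide average of all tested compounds plus 3 SD, cut at about 25% in these data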;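 also: 0% = enzyme with DMSO only and 100% = wells lacking PAFAH1B3 protein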
PREPL inh: PREPL enzyme inhibitors, primary screen, biochemical, fluorescence polarization | recombinant PREPL, fluorescence polarization activity-based probe | 320,000 compounds, 0.68% hits | inhibition, % at 5.96 µM | Prolyl endopeptidase-like (Homo sapiens), Q4J6C6; in the data active = inhibition above about 43%;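 also: 0% = enzyme with DMSO and 100% = wells lacking enzyme; many of its hits are not listed in these tables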
PAFAH2 FP inh: PAFAH2 enzyme inhibitors, primary screen, biochemical, fluorescence polarization, human; inhibition, % at 3.39 µM; recombinant PAFAH2, FP-rhodamine activity probe; 340,000 compounds, 0.99% hits; AID 492956, 2010; Platelet-activating factor acetylhydrolase 2, cytoplasmic (Homo sapiens), Q99487;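 active = inhibition above the mean over all tested compounds plus 3 SD, cut at about 30% in these data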;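 also: inhibitors block probe labeling of enzyme so polarization drops; 0% = enzyme with DMSO and 100% = wells lacking PAFAH2 protein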
GSTO1 counter: inhibitors of recombinant GSTO1, primary screen, counter-screen for RBBP9 inhibitor project, biochemical, fluorescence polarization | Glutathione S-transferase omega-1 (Homo sapiens), P78417 | activity-based probe fluorescence polarization | inhibition, % at 5.96 µM | 300,000 compounds, 1.1% hits | AID 1974, 2009;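 active = inhibition above the campaign mean inhibition plus 3 SD, cut at about 35% in these data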;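 also: 0% = GSTO1-1 with DMSO and 100% = wells lacking GSTO1-1 enzyme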
Target sequence (P78417 whole entry, looked up): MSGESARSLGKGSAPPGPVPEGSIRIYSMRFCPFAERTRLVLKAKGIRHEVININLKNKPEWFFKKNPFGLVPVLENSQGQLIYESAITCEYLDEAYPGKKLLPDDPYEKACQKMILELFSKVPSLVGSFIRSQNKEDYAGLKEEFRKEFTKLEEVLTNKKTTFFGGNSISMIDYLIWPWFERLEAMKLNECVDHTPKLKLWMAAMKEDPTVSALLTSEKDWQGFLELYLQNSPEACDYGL
LYPLA1 counter: LYPLA1 inhibitors, primary screen, counter-screen for PME1 inhibitor project, biochemical, fluorescence polarization, FP-Rh probe ABPP | Acyl-protein thioesterase 1 (Homo sapiens), O75608 | recombinant LYPLA1 | inhibition, % at 5.9 µM | 320,000 compounds, 0.16% hits;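 active = inhibition above the mean of all tested compounds plus 3 SD, set per campaign, cut at about 14% in these data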;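 also: inhibitors block serine hydrolase probe labeling of LYPLA1 so polarization falls; 0% = enzyme with DMSO and 100% = wells lacking LYPLA1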
PAD4 FP inh: human PAD4 inhibitors, primary screen, biochemical, fluorescence polarization, 1536-well format. Protein-arginine deiminase type-4 (Homo sapiens), Q9UM07. recombinant PAD4, RCA probe fluorescence polarization. inhibition, % at 6.36 µM. 330,000 compounds, 0.41% hits. AID 485272, 2010;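 active = percent inhibition above a cutoff equal to the mean of all tested compounds plus 3 SD, cut at about 15% in these data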;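 also: 0% = PAD4 with RCA probe and DMSO and 100% = probe without PAD4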
Target sequence (Q9UM07 whole entry, looked up): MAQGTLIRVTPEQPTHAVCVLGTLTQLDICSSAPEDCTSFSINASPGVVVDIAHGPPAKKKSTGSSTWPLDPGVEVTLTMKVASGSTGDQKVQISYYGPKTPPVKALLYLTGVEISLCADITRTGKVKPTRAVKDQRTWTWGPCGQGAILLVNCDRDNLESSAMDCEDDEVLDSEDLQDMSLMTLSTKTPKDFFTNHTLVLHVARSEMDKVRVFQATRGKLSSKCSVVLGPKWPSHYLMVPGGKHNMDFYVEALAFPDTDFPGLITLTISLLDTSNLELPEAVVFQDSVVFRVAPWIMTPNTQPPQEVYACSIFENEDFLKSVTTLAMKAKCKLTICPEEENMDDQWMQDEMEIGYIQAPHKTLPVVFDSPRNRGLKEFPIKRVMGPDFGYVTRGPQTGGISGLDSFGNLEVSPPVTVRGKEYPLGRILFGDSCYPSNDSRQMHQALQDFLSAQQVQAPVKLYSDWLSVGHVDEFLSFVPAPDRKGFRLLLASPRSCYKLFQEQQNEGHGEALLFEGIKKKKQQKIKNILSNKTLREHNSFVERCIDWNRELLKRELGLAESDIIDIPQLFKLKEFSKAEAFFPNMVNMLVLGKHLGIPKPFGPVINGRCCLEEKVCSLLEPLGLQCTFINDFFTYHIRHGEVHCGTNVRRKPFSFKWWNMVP
ZTA counter: counter-screen for EBNA-1 inhibitors: inhibitors of Epstein-Barr virus ZTA; inhibition, % at 11 µM; ZTA-DNA binding, fluorescence polarization; 320,000 compounds, 0.15% hits; AID 2234; P03206; in the data active = inhibition above about 33%
LYPLA2 counter: LYPLA2 inhibitors, primary screen, counter-screen for PME1 inhibitor project, biochemical, fluorescence polarization, FP-Rh probe ABPP; recombinant LYPLA2; Acyl-protein thioesterase 2 (Homo sapiens), O95372; AID 2177, 2009; inhibition, % at 5.9 µM; 320,000 compounds, 0.38% hits;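 active = inhibition above the screen-wide mean plus 3 SD, limit set per campaign, cut at about 26% in these data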;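 also: 0% = LYPLA2 with DMSO and 100% = wells lacking LYPLA2 enzyme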
EBNA-1 inh: EBNA-1 DNA-binding inhibitors, primary screen, biochemical, fluorescence polarization. inhibition, % at 14.8 µM. 300,000 compounds, 0.34% hits; in the data active = inhibition above about 28%
Numbers without * were called inactive; . = no result given.

no.	Compound	PAFAH1B3 inh	PREPL inh	PAFAH2 FP inh	GSTO1 counter	LYPLA1 counter
1	Cc1c(Cl)cccc1NC(=O)C1COc2ccccc2O1 (stereo not drawn)	5	-14	1	0	-3
2	COC(=O)c1nc(C(=O)OC)c(C(=O)OC)nc1C(=O)OC	7	26	-2	-2	-2
3	COc1ccc(NC(=O)NNC(=O)c2cc3occc3n2C)c(OC)c1	-6	7	1	2	0
4	c1ccc(-n2nnnc2Oc2ccc(-n3ccnc3)cc2)cc1	3	1	-1	-4	-2
5	CC(=O)c1ccc(S(=O)(=O)NCCC(=O)OCC(=O)NCCc2ccccc2)cc1	-3	1	-4	3	-2
6	O=C(CC1C(=O)NCCN1Cc1ccoc1)NCCc1ccc(Cl)cc1 (stereo not drawn)	4	21	-3	1	-4
7	CCn1c2ccccc2c2nc3ccccc3nc21	1	1	6	0	-1
8	COc1ccccc1-c1noc(CCC(=O)NC2CCCCC2)n1	2	3	3	0	-1
9	COc1ccc(CCNC(=O)c2noc(C)c2[N+](=O)[O-])cc1OC	9	9	10	26	0
10	CN(CC(=O)Nc1ccccc1Cl)C(=O)COC(=O)c1cccs1	10	-1	1	.	.
11	CC1CCC(C(=O)c2c(O)c3ccccc3oc2=O)CC1 (stereo not drawn)	4	-8	8	-18	2
12	Cc1cccnc1NC(=S)Nc1ccc(F)cc1F	2	-4	2	16	-1
13	CC1(C)Cc2cccc(C(=O)NCc3ccco3)c2O1	.	-3	.	1	9
14	CC1CCCCC1NC(=O)CN1C(=O)NC(Cc2ccccc2)(Cc2ccccc2)C1=O (stereo not drawn)	8	-8	5	-5	0
15	COc1cccc(N(CC(=O)O)S(=O)(=O)c2ccccc2)c1	0	2	-1	2	-1

no.	PAD4 FP inh	ZTA counter	LYPLA2 counter	EBNA-1 inh
1	1	-4	-7	10
2	1	-1	-2	0
3	2	1	11	1
4	1	13	5	0
5	-2	4	-2	4
6	2	2	1	-8
7	-3	21	3	8
8	-1	12	6	13
9	-3	16	5	5
10	4	.	.	.
11	2	-5	-4	11
12	-3	-8	3	11
13	8	2	4	6
14	-1	11	-3	0
15	0	7	-2	-2

New compounds follow.
no.	Compound	PAFAH1B3 inh	PREPL inh	PAFAH2 FP inh	GSTO1 counter	LYPLA1 counter
16	COC(=O)c1ccccc1NC(=O)CSc1nnc(Cc2ccc(Cl)cc2)o1	3	-10	2	3	-1
17	O=C(COC(=O)c1c(F)cccc1Cl)NCC1CCCCC1	13	24	60*	.	.
18	CCOc1ccc(CCNC(=O)C2CSC3(C)CCC(=O)N23)cc1OCC (stereo not drawn)	4	1	5	-3	3
19	Cc1ccc(S(=O)(=O)N2CCC(C(=O)NCCCN3CCOCC3)CC2)cc1	2	4	-1	-1	0
20	CCn1c(SCC(=O)NC2CCS(=O)(=O)C2)nnc1-c1ccccc1 (stereo not drawn)	3	-11	3	5	0
21	Cn1c(SCC(=O)NCCc2ccccc2)ncc(C(=O)Nc2ccc(F)cc2)c1=O	7	-6	-3	0	1
22	Cc1occc1C(=O)N1CCN(Cc2ccccc2)CC1	0	13	6	5	-1
23	CCOC(CNC(=O)C(=O)Nc1cc2c3c(c1)CCC(=O)N3CCC2)OCC	13	10	-5	6	-1
24	CC(C)N1CCc2c(sc(NC(=O)c3ccc4ccccc4c3)c2C(N)=O)C1	4	33	-3	-27	-2
25	COCC(=O)OCC(=O)Nc1ccc(Cl)cc1[N+](=O)[O-]	6	15	10	0	0
26	O=C(NC(=S)N1CCCCCC1)c1cccc([N+](=O)[O-])c1	5	12	11	.	4
27	C/C(=N\NC(=S)NCc1ccccc1)c1ccc2ccccc2c1	1	-52	-14	-13	-11
28	C/C=C\C(=O)Nc1cccc(C2=NOC3(C2)C[C@@H](C(N)=O)N(C(=O)c2ccc(Cl)cc2)C3)c1 (stereo partly drawn)	9	-4	-3	2	0
29	CC(=C/c1ccco1)/C=N/NC(=O)CSc1nnc(SCc2ccc(C)cc2)s1	4	-4	-9	1	-14
30	CCC(NC(C)C)C(O)c1ccc(O)c(O)c1 (stereo not drawn)	7	-3	1	50*	0

no.	PAD4 FP inh	ZTA counter	LYPLA2 counter	EBNA-1 inh
16	4	-6	2	-8
17	-2	.	.	.
18	7	5	-3	-3
19	-2	5	0	-5
20	2	-5	-3	-11
21	-8	6	3	-5
22	3	-6	8	7
23	-1	-9	7	-6
24	1	6	-3	2
25	-4	-23	4	4
26	0	3	5	.
27	-1	-8	-21	6
28	2	4	-7	12
29	-4	0	-12	10
30	-3	-6	-1	-3

Single entries from the entries so far.
CCOC(CNC(=O)C(=O)Nc1cc2c3c(c1)CCC(=O)N3CCC2)OCC | EBNA-1 inh = -6
O=C(COC(=O)c1c(F)cccc1Cl)NCC1CCCCC1 | PREPL inh = 24

Carrying on.
no.	Compound	PAFAH1B3 inh	PREPL inh	PAFAH2 FP inh	GSTO1 counter	LYPLA1 counter
31	Cc1cccc(COc2ccc(/C=N/NC(=O)c3nnn(-c4nonc4N)c3C)cc2)c1	5	-5	-4	-3	3
32	COc1ccc(Cl)cc1C(=O)N1CCN(Cc2ccc3c(c2)OCO3)CC1	8	30	-4	-1	-1
33	CNS(=O)(=O)c1cnccc1N1CCN(c2cccc(Cl)c2)CC1	1	6	1	-5	2
34	CCN(CC(=O)Nc1c(F)cccc1F)C(=O)/C=C/c1ccc2c(c1)OCO2	-4	19	1	-3	-1
35	O=C(Nc1nnc(SCC(=O)N2CCOCC2)s1)c1ccccc1	-1	-3	-4	-6	3
36	Cc1ccc(C2CC2/C(=N/O)c2ccc(F)cc2)cc1 (stereo not drawn)	-3	-1	8	0	2
37	COc1ccccc1NC(=O)c1nn(C)cc1Br	6	6	-8	2	0
38	CCN=C(NCC)SC1CC(=O)N(c2ccc(OCC)cc2)C1=O (stereo not drawn)	9	-2	4	0	7
39	Cc1cccc(OCCCC(=O)NNC(=O)CCN2CCN(c3ccccc3)CC2)c1	4	-11	-1	-2	0
40	Cc1cc(C=O)c(C)n1-c1ccc(NC2CCCC2)c([N+](=O)[O-])c1	0	27	6	1	5
41	CCOC(=O)c1c(C)c(C(=O)NCc2ccco2)c(C)n1Cc1ccccc1	4	1	1	0	4
42	O=S(=O)(c1ccc2ccccc2c1)N1CCN(C(=S)Nc2ccc(F)cc2)CC1	10	-5	-20	1	-4
43	CCCCNC(=O)N(O)C1N(/N=C/c2cccnc2)C(=S)SC1(C)C (stereo not drawn)	4	8	-1	19	0
44	O=c1[nH]n(-c2ccccc2Cl)c(=O)c2ccccc12	0	-7	14	2	4
45	COc1ccc(OC)c(NC(=O)CSc2nnc(CNC(=O)COc3ccc(Cl)cc3)o2)c1	-2	5	-1	3	1

no.	PAD4 FP inh	ZTA counter	LYPLA2 counter	EBNA-1 inh
31	-1	-7	6	-4
32	-4	-17	-3	8
33	2	4	8	4
34	-2	-3	0	-14
35	-5	2	8	6
36	1	5	-6	8
37	2	3	-2	-5
38	1	-15	8	-3
39	-5	2	5	-11
40	3	3	15	8
41	-5	4	2	5
42	0	1	-10	-3
43	6	8	3	1
44	2	8	3	0
45	3	0	2	2

6 structures from above, arranged by count of non-hydrogen atoms, highest first:
no.	Compound	PAFAH1B3 inh	PREPL inh	PAFAH2 FP inh	GSTO1 counter	LYPLA1 counter
45	COc1ccc(OC)c(NC(=O)CSc2nnc(CNC(=O)COc3ccc(Cl)cc3)o2)c1	-2	5	-1	3	1
31	Cc1cccc(COc2ccc(/C=N/NC(=O)c3nnn(-c4nonc4N)c3C)cc2)c1	5	-5	-4	-3	3
39	Cc1cccc(OCCCC(=O)NNC(=O)CCN2CCN(c3ccccc3)CC2)c1	4	-11	-1	-2	0
34	CCN(CC(=O)Nc1c(F)cccc1F)C(=O)/C=C/c1ccc2c(c1)OCO2	-4	19	1	-3	-1
40	Cc1cc(C=O)c(C)n1-c1ccc(NC2CCCC2)c([N+](=O)[O-])c1	0	27	6	1	5
44	O=c1[nH]n(-c2ccccc2Cl)c(=O)c2ccccc12	0	-7	14	2	4

no.	PAD4 FP inh	ZTA counter	LYPLA2 counter	EBNA-1 inh
45	3	0	2	2
31	-1	-7	6	-4
39	-5	2	5	-11
34	-2	-3	0	-14
40	3	3	15	8
44	2	8	3	0

Carrying on.
no.	Compound	PAFAH1B3 inh	PREPL inh	PAFAH2 FP inh	GSTO1 counter	LYPLA1 counter
46	CC(C)(C#N)NC(=O)C(=O)c1c(-c2ccccc2)cc2ccccn12	4	9	6	7	-4
47	Cc1ccc(C(=O)Nc2ccccc2N2CCCC2)s1	10	20	5	.	-2
48	Cc1ccc2c(Cl)cc(Cl)c(OCc3c(C)noc3C)c2n1	8	-6	1	-4	0
49	N#Cc1c(N)nc(Sc2ccc(Cl)cc2)c(C#N)c1-c1ccccc1Cl	-8	4	-2	-21	-4
50	CCc1cccc(CC)c1NC(=O)CSc1nc2ccc(N3C(=O)C4C5C=CC(C5)C4C3=O)cc2s1 (stereo not drawn)	3	9	-3	-6	-3
51	CN1CCN(CC(=O)Nc2cc(N(C)C)nc3ccccc23)CC1	-8	-27	-3	2	2
52	CC(=O)Nc1ccc(-c2csc(NC(=O)C3CCN(S(=O)(=O)c4cccs4)CC3)n2)cc1	-7	11	-6	-27	-20
53	COc1cccc(C(=O)Nc2ccc(C3CC3(Cl)Cl)cc2)c1 (stereo not drawn)	0	-18	0	-2	-12
54	CC1CCc2c(sc3nc(CN4CCOCC4)nc(N4CCc5ccccc5C4)c23)C1 (stereo not drawn)	3	28	2	-4	0
55	CCc1ccccc1NC(=S)NCCSc1ccc(Cl)cc1	-3	1	4	1	-2
56	CC(C)n1c(SCC(=O)Nc2ccc(N3CCOCC3)cc2)nnc1-c1ccco1	1	12	-1	7	-1
57	Cn1c(-c2ccc3c(c2)OCO3)cnc1NCc1ccccc1	3	11	-6	1	1
58	Cc1ccn2c(CN3CCOCC3)c(-c3ccccc3)nc2c1	1	-6	1	-2	3
59	OC(COC1CCCCC1)CN1CCCCC1 (stereo not drawn)	5	3	-5	6	-3
60	Cc1ccccc1NC(=O)Cc1nc(COC(=O)COc2ccc(C(C)(C)C)cc2)cs1	-2	6	1	.	-7
61	C=CCOc1ccc(C2C(C#N)=C(N)N(Nc3ccccc3)C3=C2C(=O)CC(C)(C)C3)cc1OC (stereo not drawn)	3	19	2	-1	-2
62	CCN(/N=C/c1ccccc1)c1cc(=O)n(C)c(=O)[nH]1	3	0	7	8	1

no.	PAD4 FP inh	ZTA counter	LYPLA2 counter	EBNA-1 inh
46	-1	-14	-5	6
47	0	-15	1	.
48	-2	6	1	-3
49	2	-15	-12	7
50	3	-3	-2	-7
51	1	-2	3	10
52	-11	18	-27	8
53	-2	-3	-26	-10
54	0	-15	1	13
55	0	-30	1	0
56	-3	-3	1	-8
57	4	-5	3	5
58	-7	-5	3	-9
59	-1	-5	-8	-5
60	2	-2	-3	.
61	-4	3	3	-12
62	0	2	5	20

From PubChem BioAssay

These rows are one share of the data; rates above refer to the full screens.
